# High-throughput results from PubChem BioAssay.
# phage Ecoli inh – growth loss of phage-infected E. coli, primary screen, RecBCD inhibitor project, absorbance, with phage, HTS; inhibition, % at 11.9 µM; 360,000 tested, 0.26% active; AID 651602, 2012; in the data active = inhibition above about 11%
# Numbers without * were called inactive. These rows are one share of the data; rates above refer to the full screens.
SMILES,phage Ecoli inh
CNc1cncc(-c2cccc(OC)c2F)n1,0.1
O=C1NC(=O)C2(CCCc3ccc(N(CCO)CCO)cc32)N1 (centres undefined),2.5
CC(=O)c1ccc(OC2(C)CCN(Cc3cccn3-c3nccs3)C2)cc1 (centres undefined),0.8
Cc1ccc(S(=O)(=O)NC(=O)C2(C)CCN2C(=O)COc2ccc(Cl)cc2)nc1 (centres undefined),2.7
COc1ccc(Cc2c(C3CCCCC3)nc3ccc(C)cn23)c(C)c1,-0.1
CCN1CCCSC1=S,2.2
CCOC(=O)C1=C[C@@H](C(C)C)N(S(=O)(=O)c2ccc(C)cc2)[C@H]1c1ccc(C(F)(F)F)cc1,3.0
CC(=O)c1cccc(-c2ccnc3c2CC(C(=O)Nc2ccccc2)O3)c1 (centres undefined),3.7
CC1=NN(c2ccccc2)C(=O)C1CCC#N (centres undefined),1.0
C=CCNc1ncnc2c1ncn2[C@H]1CN(Cc2ccco2)C[C@@H](CO)O1,2.5
Nc1sc(Cc2ccccc2)cc1C(=O)NC1CCCCC1,0.8
CC(C)(C)NC(=O)C1c2ccccc2OCC(=O)N1C1CC1 (centres undefined),1.6
COc1cc(OC)nc(Nc2nc(C(N)c3ccccc3)cs2)n1 (centres undefined),-4.1
CN(CCc1ccccc1)C(=O)c1[nH]c(C(F)(F)F)nc1-c1ccccc1,1.5
O=S1(=O)N[C@@H](Cc2ccccc2)COc2cc(N3CCC[C@H]3CO)ccc21,-0.3
CCCNC(=O)c1cc(C2CCCCN2C(=O)c2ccc(OC)cc2)on1 (centres undefined),1.7
CCCN(CCC)Cc1cc(=O)oc2cc(C)c(C)cc12,2.1
OC(c1ccccc1)(c1ccccc1)C1CCN(CCCOc2cccc(OC(F)(F)F)c2)CC1,6.3
CN(C)c1ccc(-c2ccnc3c2CC(C)(C(=O)NCC2CCOCC2)O3)cc1 (centres undefined),2.0
O=C(c1ccc(Cl)c(Cl)c1)N1CCC(=O)N([C@H](COCc2ccccc2)Cc2ccccc2)CC1,0.6
C[C@H]1C(C(=O)N(C)C2CCCCC2)=Cc2c(n(-c3ccc(F)cc3)c(=O)n2CCCOc2ccccc2)C=C1c1ccccc1,2.4
O=C(NC1CCCCC1)C(c1ccccc1F)n1c(=O)c(-c2cc3ccccc3[nH]2)nc2ccccc21 (centres undefined),-0.2
Cc1ccc(NC(=O)c2cc(S(=O)(=O)N3CCCCC3)c[nH]2)cc1Cl,3.6
O=C(C(=O)N1CCC(CNC(=O)c2sc3ccccc3c2Cl)CC1)c1cccs1,-3.3
CCOC(=O)C1(C)CCCN(C(=O)c2c(F)cccc2F)C1 (centres undefined),2.2
CC1OC(C(C)(C)C)CC2=C1C(=O)OC(C)(C)O2 (centres undefined),0.9
CCOC(=O)C1=CCN(S(=O)(=O)c2ccc(C)cc2)C1c1cccc(C)c1 (centres undefined),1.3
CN(c1cc2c(c3c1ccn3C)C1CCC2O1)C1CCCCC1 (centres undefined),1.4
CCCn1cc(CCC(=O)Nc2ccc(Oc3cccnc3)cc2)c2ccccc21,5.7
NC(c1ccccc1)c1csc(NC(=O)NCCc2ccccc2)n1 (centres undefined),-3.0

# Taken from above.
# `CC1OC(C(C)(C)C)CC2=C1C(=O)OC(C)(C)O2` (centres undefined) in phage Ecoli inh: 0.9
# `Cc1ccc(NC(=O)c2cc(S(=O)(=O)N3CCCCC3)c[nH]2)cc1Cl` in phage Ecoli inh: 3.6

# Other structures:
SMILES,phage Ecoli inh
Brc1cccc(-c2nc3c4ccccc4ccn3c2CC2CCCCC2)c1,-0.4
O=C(NC1CCCCC1)C(c1ccc(C(F)(F)F)cc1)n1c(=O)c(-c2ccccc2)nc2ccccc21 (centres undefined),0.2
COC(=O)C1=CN(c2ccc(N3CCOCC3)cc2)C(N)=C(C#N)C1c1cccc(OC)c1OC (centres undefined),-2.7
CCCCOCCCNC(=O)C[C@H]1C[C@@]2(C(=O)OC)C(=C[C@H](C(C)(C)C)O[C@@H]2C)N(CCC2=CCCCC2)C1=O,7.5
CCCc1nc2ccc(Cl)cn2c1Cc1cccc(Cl)c1,0.6
CCCS(=O)(=O)NC(=O)C1(C)CCN(C(=O)COc2ccccc2)C1 (centres undefined),2.1
O=S1(=O)CC(N2CCN(CCO)CC2)CN1C1CCCCC1 (centres undefined),-0.1
CCCS(=O)(=O)NC(=O)C1(C)CCN(C(=O)c2cccc(OC(F)(F)F)c2)C1 (centres undefined),0.5
CC(=O)Nc1cccc(-c2ccnc3c2CC(C(=O)NCCc2ccccc2)O3)c1 (centres undefined),2.5
CN(C)C(=O)c1cccc(-c2cnc3c(NC=O)cc(-c4ccccc4N(C)C)cn23)c1,2.6
CC(=O)NC(c1cccc(F)c1)c1nc(/C=C/c2ccccc2)cs1 (centres undefined),0.1
CCCCCNC(=O)C1C(=O)Nc2ccccc2C(=O)N1c1ccc(OC)cc1 (centres undefined),1.7
O=C(NCC(F)(F)F)c1cc2c(c(-c3cccc(-c4ccccc4F)c3)n1)[C@H](CCO)N(C(=O)CC1CC1)C2,-0.4
Cc1ccc(NC(=O)C2(C)CCN2C(=O)Cc2ccccc2Cl)cc1C (centres undefined),0.4
COCCCn1cc(CN2CC(N3CCCC3)CS2(=O)=O)nn1 (centres undefined),1.7

# 4 of the compounds above, as tab-separated lines.
SMILES	phage Ecoli inh
CC(=O)Nc1cccc(-c2ccnc3c2CC(C(=O)NCCc2ccccc2)O3)c1 (centres undefined)	2.5
CN(C)C(=O)c1cccc(-c2cnc3c(NC=O)cc(-c4ccccc4N(C)C)cn23)c1	2.6
CC(=O)NC(c1cccc(F)c1)c1nc(/C=C/c2ccccc2)cs1 (centres undefined)	0.1
CCCCCNC(=O)C1C(=O)Nc2ccccc2C(=O)N1c1ccc(OC)cc1 (centres undefined)	1.7

# 6 compounds picked at random from the list so far:
SMILES,phage Ecoli inh
CC(=O)NC(c1cccc(F)c1)c1nc(/C=C/c2ccccc2)cs1 (centres undefined),0.1
O=C(NCC(F)(F)F)c1cc2c(c(-c3cccc(-c4ccccc4F)c3)n1)[C@H](CCO)N(C(=O)CC1CC1)C2,-0.4
CN(C)C(=O)c1cccc(-c2cnc3c(NC=O)cc(-c4ccccc4N(C)C)cn23)c1,2.6
Brc1cccc(-c2nc3c4ccccc4ccn3c2CC2CCCCC2)c1,-0.4
CCCc1nc2ccc(Cl)cn2c1Cc1cccc(Cl)c1,0.6
O=C(NC1CCCCC1)C(c1ccc(C(F)(F)F)cc1)n1c(=O)c(-c2ccccc2)nc2ccccc21 (centres undefined),0.2

# Remaining list, next part
SMILES,phage Ecoli inh
C#CCN(C[C@H]1[C@H](OC(=O)NCCCCCC)[C@H](OC(=O)NCCCCCC)CN(C(=O)OC(C)C)N1C(=O)OC(C)C)S(=O)(=O)c1ccc(C)cc1,1.5
Fc1ccc2nc(-c3ccc(CN4CCC(c5nc6ccccc6[nH]5)CC4)cc3)c(-c3ccccc3)nc2c1,3.5
OC(c1ccccc1)c1ncc(-c2cccc(C(F)(F)F)c2)[nH]1 (centres undefined),2.3
CC(C)(C)NC(=O)C(c1ccc(C#N)cc1)n1c(=O)c(-c2ccccc2)nc2ccccc21 (centres undefined),-0.8
COC(=O)[C@]12C[C@H](CC(=O)N3CCCC3)C(=O)N(CCC3=CCCCC3)C1=C[C@H](C(C)(C)C)O[C@@H]2C,1.5
Nc1nc2ccc(Cl)cc2cc1C(=O)NCCc1ccc(O)cc1,1.7
CC(=O)Oc1ccccc1Cn1c(C)c(C(=O)NCc2ccccc2C(F)(F)F)sc1=O,1.1
CC1(C(=O)NS(=O)(=O)c2ccc(C#N)cc2)CCN1C(=O)c1ccccc1CCc1ccccc1 (centres undefined),0.3
CN1CCCCC(NC(=O)CCl)C1=O (centres undefined),-1.4
Cc1ccc(S(=O)(=O)N2[C@H](CC(=O)c3ccccc3)OC[C@@H]2C)cc1,3.5
CCCCN(C(C)=O)c1c(CC)nc2ccc(C(=O)NCCc3ccccn3)cn12,2.1
O=C(Nc1ccc2c(c1)OCO2)C1Cc2c(-c3ccccc3Oc3ccccc3)ccnc2O1 (centres undefined),1.1
CCOC(=O)C1=NOC2(C1)C(=O)Nc1ccc(OC)cc12 (centres undefined),2.0
O=C(C(=O)N1CCC(CNS(=O)(=O)c2cc(C(F)(F)F)cc(C(F)(F)F)c2)CC1)c1cccs1,1.6
NC(c1csc(Nc2ccccn2)n1)C1CCCCC1 (centres undefined),1.1
CCC(=O)N1CCCC(C)(C(=O)NS(=O)(=O)c2cccs2)C1 (centres undefined),3.5
O=C(c1cc(-c2ccccc2)on1)N(Cc1cccnc1)C(c1ccccn1)c1nc2ccccc2[nH]1 (centres undefined),-0.7
O=C(NC1CCCC1)C(c1ccccc1)n1c(-c2cccc3ccccc23)nc2ccccc21 (centres undefined),1.2
CCCS(=O)(=O)NC(=O)C1(C)CCN(C(=O)c2cc(C(C)(C)C)nn2C)C1 (centres undefined),2.0
O=C(Nc1cc(Br)ccc1F)c1nc[nH]c1C(=O)NCc1ccccc1,-0.2
COc1cccc(C(NC(C)=O)c2nc(-c3cnn(C)c3)cs2)c1 (centres undefined),3.3
Cc1ccccc1-c1cnc(C(O)c2ccc(F)cc2)[nH]1 (centres undefined),3.5
CCc1ccc([C@@H]2CC(=O)[C@@H]3CN(S(=O)(=O)c4ccccc4C)[C@H](c4ccc(Cl)cc4)C[C@@H]3N2S(=O)(=O)c2ccc(C)cc2)cc1,0.2
CCCOc1ccc(F)cc1-c1cc(C(=O)NCc2ccccc2)[nH]n1,2.8
CCCCn1nnnc1C1(C)CCC(=O)N1Cc1cccs1 (centres undefined),1.2
Oc1ccc(F)c(CN2CCN(c3ncc(Cc4ccccc4)cn3)CC2)c1,0.5
O=C(Nc1cccn2nc(COCCO)nc12)C(c1ccccc1)c1ccccc1,1.5
COC(=O)C1=CN(c2cccc(OCc3ccccc3)c2)C(N)=C(C#N)C1c1cccc(OC)c1OC (centres undefined),-1.4
COc1ccc(NC(=O)C2(C)CCN2C(=O)c2ccc(C(C)(C)C)cc2)cc1OC (centres undefined),1.9
CC(C)(C(=O)N1CCC1(C)C(=O)NC1Cc2ccccc2C1)c1ccccc1 (centres undefined),3.1
COC(=O)c1nc(-c2ccc(C)cc2)[nH]c1C(C)(C)C,3.2
C[C@H](O)[C@@H]1CN2CCc3c([nH]c4ccccc34)[C@@H]2C[C@@H]1N(C)C(=O)OCc1ccccc1,2.7
c1ccc(Nc2nnc(-c3ccc4c(c3)OCO4)o2)cc1,4.4
Cc1ccc(S(=O)(=O)NC(=O)C2(C)CCN2C(=O)c2cccc(F)c2)nc1 (centres undefined),0.6
CSC(=Cc1ccc(C(=O)c2ccc(C)cc2)n1C)S(C)=O (centres undefined),2.7
CN(Cc1cnn(-c2ccc(F)cc2)c1)C(=O)[C@H]1O[C@@H](n2ccc(=O)[nH]c2=O)[C@H](O)[C@@H]1O,2.0
NC(Cc1ccc(C(F)(F)F)cc1)c1csc(Nc2cc(NCc3ccco3)ncn2)n1 (centres undefined),2.6
O=C(NCc1ccccc1)C(c1ccc(-c2ccccc2)cc1)n1c(=O)c(-c2cc3ccccc3[nH]2)nc2ccccc21 (centres undefined),2.2
O=C(NCc1ccco1)c1cccc(-c2cncc3nccn23)c1,0.0
COCC(=O)Nc1ccc2c(c1)[C@H]1C[C@@H](CC(=O)NCC3CC3)O[C@H](CO)[C@H]1O2,1.4
Cn1cnc(S(=O)(=O)N2CCCC(c3cc(C(=O)Nc4ccc(F)c(Cl)c4)no3)C2)c1 (centres undefined),6.1
Cn1ccc2c(-c3cccc(C=O)c3F)cc3c(c21)C1CCC3C1 (centres undefined),0.4
COc1ccc([C@@H]2CC(=O)[C@@H]3CN(S(=O)(=O)c4ccc(Cl)cc4)[C@H](c4ccc(C)cc4)C[C@@H]3N2S(=O)(=O)c2ccccc2)cc1,-0.9
CN(Cc1ccccc1)C(c1ccnc2ccccc12)c1nnnn1-c1ccc2c(c1)OCCO2 (centres undefined),-1.5
CCCCn1nnnc1C1(C)CCC(=O)N1Cc1cc(OC)ccc1OC (centres undefined),1.4
CC(C)CNC(=O)C1(C)CCCN1C(=O)c1cc2ccccc2s1 (centres undefined),2.7
CCOC(=O)[C@]12CCCC=C1N(Cc1cccc3ccccc13)C(=O)[C@H](CC(=O)N1CCCCC1)C2,0.9
COC(=O)C1=C(C)N(Cc2ccc(Cl)cc2)C(=S)NC1c1cccc(F)c1 (centres undefined),2.7
Cc1cc(C)cc(C(O)c2ncc(-c3cccc(F)c3)[nH]2)c1 (centres undefined),6.3
COc1ccc(CNC(=O)c2c(N)[nH]c(C(=O)c3ccccc3)c2-c2ccc3ccccc3c2)cc1OC,1.9
COc1ccc(N2C(=O)c3ccccc3NC(=O)C2C(=O)NCc2ccco2)cc1 (centres undefined),-0.5
Nc1[nH]c(C(=O)c2ccccc2)c(-c2ccccc2Br)c1C(=O)c1ccccc1,1.8
C[C@H]1CNC(=O)c2c(C(=O)N3CCN(C(=O)OC(C)(C)C)CC3)ncn21,2.5
CCOC(=O)C1(C)CCN1C(=O)c1cccnc1Oc1ccccc1 (centres undefined),1.6
CN(Cc1ccccc1)C(=O)c1ccc2sc([C@@H]3O[C@H](CO)[C@H](O)[C@H](O)[C@H]3O)nc2c1,2.5
O=[N+]([O-])c1ccccc1CCO,4.1
COCc1cccc(-c2csc(C(C)(O)c3cccc(OC)c3)n2)c1 (centres undefined),1.5
c1ccc(-c2ccc3cnccc3n2)cc1,1.4
CCCCCCCCN1C(=O)[C@@H](CC(=O)N2CCCCC2)C[C@@]2(C(=O)OC)C1=C[C@H](C1CCCC1)O[C@@H]2C,2.9
FC(F)(F)c1ccccc1Cc1c(-c2cccc(Cl)c2)nc2ccc(Cl)cn12,2.3
CC(C)C[C@H]1CN(CCCC[C@H]2CNC(=O)C(=O)N2Cc2ccccc2)C(=O)C(=O)N1CC1CCCCC1,-0.4
CN1CCN(c2ncnc3c2ncn3[C@H]2CN(Cc3ccc(C(=O)O)cc3)C[C@@H](CO)O2)CC1,4.0
